# Dynein cargo inh: blocks dynein driven cargo transport along microtubules; z-score, hits read low; 0.47% of 220,000 active; 3617.4 mouse cells, GR-EGFP nuclear translocation imaging; test concentration mostly 20 µM; stimulated with dexamethasone, 1 µM; active compounds read low;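 active means plate z-score of nuclear minus cytoplasmic receptor signal below a set negative limit, without overly bright fluorescence or cell loss, cut at about -3.5 in these data, passing the limit was not always enough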;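 further: z-score of nuclear minus cytoplasmic ring GR-EGFP intensity difference per well; some compounds called inactive have numbers as strong as hits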
#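 Buffer or medium: tet-free, stripped-serum medium; reagent: dexamethasone at 1.0 µM final, 30 min; incubation: 48 h induction, 1 h compound, 30 min dex at 37 °C; measured by: formaldehyde fixation, Hoechst nuclear stain, 10x automated fluorescence imaging; read-out: nuclear-to-cytoplasmic GR-EGFP distribution per well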
# MT stabilizer: microtubule stabilization, imaging screen. HeLa tubulin immunostaining HCS, 24 h; share of cells brighter than vehicle mean+2SD. % tubulin-high responders, % at 10 µM. 0.83% of 200,000 active. AID 2205;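 active means plate Z-score above 3 for both tubulin-high and condensed-nucleus cell shares, with cell loss under 80%, at 10 µM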;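 further: anti alpha tubulin signal scored within the nucleus-defined area of each cell; some results filed as inactive read as strong as hits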
# T cell HTS: modulates CD8 T cell binding to vesicles; 2C CD8+ T cell-vesicle binding, flow cytometry; active compounds read low; calls only at 7 µM; 0.068% of 330,000 active;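 active means response, share of CD8 T cells binding vesicles, and their 90th percentile fluorescence all below set limits, cut at about 80% in these data, passing the limit was not always enough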
#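 Benchmarks: naked versus QL9-loaded vesicles / Assay system: purified 2C TCR transgenic mouse naive CD8+ T cells / Technique: high-throughput flow cytometry with anti-B7-1 and anti-CD8 staining / Timing: Cell–vesicle co-incubation 1.5 h at 37 °C, staining 20 min on ice / Read-out: percent CD8+ FL2 mean versus row control / Probe or stimulus: QL9-loaded Drosophila micro-vesicles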
# Hep lipid drop: modulators of hepatic lipid droplet formation; 0.4% of 240,000 active; inhibition, % at 6.5 µM; AML12 mouse hepatocytes, oleate lipid droplets, BODIPY imaging;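 active means lipid droplet intensity inhibited by at least 50%, with more than 500 cells counted; inconclusive means wells with under 300 cells, treated as cytotoxic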
#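 Assay system: AML12 mouse liver cells | Compound: 6.5 µM single-point dosing | Schedule: Overnight exposure | Technique: Fluorescence imaging, 20x objective, two fields per well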
# Myeloid diff 2: myeloid differentiation induction; 1% of 360,000 active; ER-HoxA9 myeloid progenitors, lysozyme-GFP differentiation, flow cytometry; calls only at 10 µM;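 active means normalized GFP-positive differentiation at or above the plate's own cutoff, the solvent-only control mean plus 3 SD; inconclusive means no clear call, values can overlap the other calls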;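 further: cells exposed to compound for four days before flow analysis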
# TNAP activation fold: stimulation of alkaline phosphatase TNAP activity – biochemical, luminescent, no phosphate acceptor, uHTS, primary screen (AID 1001); purified TNAP, luminescent activation assay, no phosphate acceptor; higher activation fold means a stronger effect; activation fold at 20 µM, or EC50 in µM where a hit was titrated; 0.03% of 200,000 active; in the data active means activation fold from about 3, or a potency from the dose series; inactive means the rest, 99 in 100 with activation fold below about 1.6; further: many of its hits are not listed in these tables
# bCat nuc transl: beta-catenin nuclear translocation modulation | HeLa beta-catenin nuclear translocation, immunofluorescence imaging | nuclear translocation activity, % at 5 µM | 0.3% of 190,000 active;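 active means nuclear translocation activity above 50% at 5 µM, with a well cell count of 50 or more; inconclusive means wells under 50 cells across six images, flagged as toxic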;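 further: per-cell ratio of nuclear to cytoplasmic median beta-catenin stain intensity; plate controls were DMSO negative control for no effect and GSK-3 inhibitor IX positive control for full effect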
#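 Test system: human HeLa cell line; Doses: 5 µM primary, 0.02–20 µM confirmation; Incubation: 24 h compound exposure, 37°C; Detection: beta-catenin immunofluorescence imaging with DAPI; Read-out: beta-catenin nuclear/cytoplasmic ratio, % activation.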
# Insulin prom up: MIN6 insulin promoter up-regulation; MIN6 insulin promoter-GFP reporter, high-content imaging; active compounds read high; z-score at 5 µM; 0.3% of 190,000 active;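 active means z-score above 3 at 5 µM with at least 500 cells counted in the well; inconclusive means wells under 500 cells, flagged as cytotoxic or low count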
# PMI inhibitors: MPI enzyme activity inhibition – biochemical, fluorescence intensity, coupled assay, primary screen (AID 1209). one-dose inhibition, % at 20 µM; IC50 in µM for titrated hits. purified PMI enzyme, coupled fluorescence intensity; higher % means a stronger effect. 0.42% of 190,000 active; in the data active means inhibition above about 50%;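 further: plate controls were DMSO vehicle for no effect and wells lacking substrate for full effect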
# Dynein cargo inh cytoplasmic EGFP: further read-out of Dynein cargo inh, marked with its call; z-score; measured here: cytoplasmic GR-EGFP intensity; active compounds read high
# Dynein cargo inh nuclear GR-EGFP: further read-out of Dynein cargo inh, marked with its call; z-score; measured here: nuclear GR-EGFP intensity;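 lower value marks the stronger effect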
# Dynein cargo inh cell count: also measured in Dynein cargo inh; calls as there; z-score; measured here: cell count per field
# Insulin prom up cell count: recorded beside Insulin prom up, whose call it bears; cell count; measured here: cytotoxicity, nuclei count;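 total cells summed across four imaged fields per well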
# Hep lipid drop cells 6.5 µM: further read-out of Hep lipid drop, marked with its call; cell count; measured here: cell count, cytotoxicity flag;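 cells counted across two imaged fields per well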
# bCat nuc transl cell count 5 µM: further read-out of bCat nuc transl, marked with its call; cell count; measured here: cell count, cytotoxicity flag
# T cell HTS vesicle-bound %: further read-out of T cell HTS, marked with its call; double positive events, %; measured here: CD8+ vesicle-bound cell fraction;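 binding gate set so that unloaded-vesicle control wells show 10% double positive cells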
# MT stabilizer Hoechst-high %: also measured in MT stabilizer; calls as there; % Hoechst-high responders; measured here: nuclear condensation Hoechst responders;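 share of cells brighter than vehicle mean plus two SD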
# MT stabilizer cytotoxicity %: second read-out of MT stabilizer, no call of its own (marks repeat the call); toxicity, %; measured here: cytotoxicity by cell density;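 0% = mean cell density of plate MIN control wells and 100% = no cells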
# Myeloid diff 2 GFP+ MAC1+ %: recorded beside Myeloid diff 2, whose call it bears; GFP+ MAC1+ double positive, %; measured here: differentiation confirmed by MAC1 staining
# Numbers without * were called inactive; i = inactive; ? = inconclusive; . = no result given.
SMILES,Dynein cargo inh,Dynein cargo inh cytoplasmic EGFP,Dynein cargo inh nuclear GR-EGFP,Dynein cargo inh cell count,MT stabilizer,MT stabilizer Hoechst-high %,MT stabilizer cytotoxicity %,T cell HTS,T cell HTS vesicle-bound %,Hep lipid drop,Hep lipid drop cells 6.5 µM,Myeloid diff 2,Myeloid diff 2 GFP+ MAC1+ %,TNAP activation fold,bCat nuc transl,bCat nuc transl cell count 5 µM,Insulin prom up,Insulin prom up cell count,PMI inhibitors
O=C(Nc1ccc(F)cc1F)N1CCCN(c2ccc([N+](=O)[O-])cn2)CC1,1.05,-0.22,0.508,0.192,.,.,.,i,23.2,11.9,737,i,0.2,.,2.0,976,-0.26,1530,.
CCc1cc2c(NCC(=O)O)ncnc2s1,3.69,-0.0791,2.07,-2.16,2.5,1.4,3.7,i,57.4,.,.,i,0.7,1,.,.,0.7,823,3.6%
COC(=O)c1cccc(S(=O)(=O)N(Cc2ccco2)Cc2cc3ccc(OC)cc3[nH]c2=O)c1,-0.337,-0.204,0.237,0.39,2.9,4.1,10.9,i,49.9,.,.,i,0.0,1.1,-0.7,1109,-0.07,1286,2.4%
COc1ccc(Cc2nnc(NC(=O)c3ccc(Cl)c([N+](=O)[O-])c3)s2)cc1,1.01,-0.141,0.247,-0.828,1.6,1.6,0.2,i,21.4,.,.,i,1.1,1.1,-2.1,1380,-0.3,1503,2.7%
COc1ccc(-c2cc(C(F)(F)F)nc(S(C)(=O)=O)n2)cc1OC,-5.48*,1.61*,-2.61*,0.235*,3.1,1.7,5.3,i,3.8,.,.,.,.,1.1,5.8,1373,0.12,1376,9.6%
COc1ccc(C)cc1N(CC(=O)O)S(=O)(=O)c1ccc(C)cc1,0.813,-0.302,0.797,0.101,2.8,1.0,9.8,i,32.1,-2.9,763,i,1.0,1.1,.,.,0.06,1131,10.8%
CCSc1nc2c(c(=O)[nH]c(=O)n2C)n1C,2.47,0.429,2.53,-2.53,5.6,2.2,8.9,i,32.8,.,.,i,0.7,1.1,-3.3,975,.,.,8.4%
Cc1ccccc1CSc1nnc(C)c(=O)n1N,1.04,-0.269,0.966,-0.138,2.5,2.7,7.2,i,54.6,-0.1,689,i,0.3,1.1,-3.8,1034,0.55,1596,1.4%
O=C(Nc1ccccc1Cl)C(Cl)C(=O)c1ccccc1 (stereo not drawn),-1.02,0.709,-0.121,-0.685,1.3,1.3,5.4,.,.,4.9,743,i,0.5,0.9,-0.6,1088,-0.3,1151,-49.0%
COc1ccc(/C=C/C(=O)NCc2ccc(F)cc2)cc1S(=O)(=O)N1CCOCC1,1.37,-0.763,0.385,-0.822,.,.,.,i,19.7,20.7,612,i,0.8,.,-1.0,1314,0.68,679,.
O=C(CSCc1ccccc1Cl)NNC(=O)c1ccccc1,-0.284,-0.21,-0.344,0.65,1.6,1.3,4.7,i,3.4,.,.,i,5.8,1.3,-1.1,1361,0.67,1383,2.4%
COc1ccc2oc(=O)c(-c3nnc(NCc4ccco4)s3)cc2c1,0.44,-0.1,0.425,-0.209,46.1*,49.7*,39.6*,i,10.2,.,.,?,.,0.9,5.5,825,0.22,1404,1.2%
CC(=O)Oc1ccc(-c2cccc(C(=O)OCC(=O)Nc3ccccc3Oc3ccccc3)c2)cc1,0.0294,-0.244,-0.216,0.0757,4.4,3.1,6.8,i,52.4,-11.1,668,i,0.5,1,-1.5,1093,-0.33,1421,14.8%
CNC(=S)N1N=C(c2ccc(C)cc2)CC1c1ccc(OC)c(OC)c1 (stereo not drawn),-0.585,-0.259,-0.311,1.83,2.1,3.2,14.7,i,58.7,-0.6,587,i,0.5,1,-1.0,1069,0.07,1489,26.5%
CS(=O)(=O)N(CC(=O)N1CCN(c2ccccc2)CC1)c1cc(C(F)(F)F)ccc1Cl,-0.763,-0.0955,-0.425,0.674,0.8,0.9,8.8,i,20.7,-11.4,791,i,5.2,1.1,.,.,0.38,795,1.7%
O=C(CCc1nc2ccccc2s1)OCc1ccccc1F,0.483,-0.105,0.0875,-0.867,4.8,1.9,8.4,i,9.3,-17.7,711,i,0.4,1.1,3.5,980,-0.01,1457,6.9%
CCOc1cccc(-c2nnc3sc(-c4cc(OC)c(OC)cc4OC)nn23)c1,.,.,.,.,.,.,.,.,.,.,.,.,.,1.1,-3.5,997,0.34,1188,-4.3%
COc1ccc(Cn2c(C)c(C)c(C#N)c2NC(=O)Nc2ccc(Cl)cc2)cc1,-1.28,-0.193,0.161,1.56,1.5,1.0,6.3,i,49.8,.,.,i,2.0,1.1,-0.9,861,1.57,1417,17.8%
CCCOC(=O)Nc1ccc(N2CCCCC2)cc1,1.82,0.136,1.18,-0.698,3.0,1.6,11.3,i,13.5,2.2,776,i,0.4,1.1,4.5,1145,1.06,1103,6.1%
Clc1cccc(N2CCN(Cc3nc(-c4ccccc4)no3)CC2)c1,-0.839,-0.246,-0.433,0.406,3.2,2.5,7.7,i,34.6,-14.2,583,i,1.4,1.2,0.8,1131,0.3,2034,17.5%
Cc1cccc2cc(CNCC3CCCO3)c(Cl)nc12 (stereo not drawn),1.19,0.992,0.755,-1.25,2.2,1.9,4.2,i,41.9,-11.4,634,i,0.4,1.1,-0.2,1517,.,.,.
O=C(CSc1nc(-c2ccco2)cc(C(F)(F)F)n1)N1CCSCC1,0.0654,-0.0854,0.0561,0.058,3.0,2.1,1.9,i,13.0,-29.3,717,.,.,1.1,-0.8,556,0.32,1164,-15.0%
Nc1ccc(C(=O)OCC(=O)Nc2cc([N+](=O)[O-])ccc2F)cc1,-0.137,-0.234,-0.195,0.212,3.9,2.8,7.1,i,59.5,-27.9,677,i,0.3,1,-0.3,1103,-0.15,1535,4.6%
O=C(NCCc1c[nH]c2ccccc12)C(=O)NCC1OCCCN1S(=O)(=O)c1cccs1 (stereo not drawn),0.555,-0.254,0.019,-0.0232,0.8,2.0,1.2,i,62.6,-3.6,716,i,0.3,1.1,1.7,1071,-0.21,1251,5.3%
CCOC(=O)c1cnn(-c2ccccc2)c1NC(=O)CCl,-0.0364,-0.231,0.0254,0.0439,5.1,2.7,9.4,i,55.7,3.8,674,i,0.4,1.1,0.6,913,0.07,1075,3.6%
COCCOC(=O)C1=C(C)NC(=O)NC1C1CC=CCC1 (stereo not drawn),0.0669,-0.197,-0.111,-0.361,3.8,2.5,6.3,i,32.8,.,.,i,6.9,1.2,-2.2,1013,0.15,1225,-3.8%
COc1cc([N+](=O)[O-])ccc1-c1ccc(/C=N/NC(=O)OC(C)(C)C)o1,0.786,0.0191,0.615,-1.37,.,.,.,i,23.3,6.4,688,i,0.4,.,-0.2,1291,0.92,1160,.
O=C(CCN1C(=O)COc2ccccc21)NCCN1CCOCC1,-0.594,0.0106,-0.323,1.85,3.6,2.0,13.2,i,35.9,-20.4,732,i,4.9,1,4.1,1136,0.61,1262,15.9%
CC1CCC/C(=N\NC(=O)c2ccncc2)C1 (stereo not drawn),0.395,-0.241,-0.0338,-0.379,1.0,3.0,6.9,i,50.6,.,.,i,0.6,1,-2.8,539,-0.44,1471,-9.2%
CCN1CCN(c2ccc(NC(=O)COc3ccccc3Cl)cc2)CC1,-0.687,0.874,-0.137,0.743,3.8,1.9,0.9,i,17.5,.,.,i,0.2,1.1,-7.6,1071,0.08,1172,-7.3%
COc1ccccc1/C=C1\SC(=S)N(C(C(=O)O)c2ccccc2)C1=O (stereo not drawn),-0.0865,0.0472,0.482,-0.194,.,.,.,i,14.0,-7.9,692,i,1.1,.,1.6,1282,0.86,1042,.
O=C(Nc1nonc1NC(=O)C1CCCCC1)C1CCCCC1,-0.483,-0.288,0.0729,-0.166,10.8,7.2,95.3,i,22.7,16.4,686,i,0.7,1.1,.,.,-0.81,1092,3.9%
CN(C)c1ccc(/C=N/Nc2ccc(-n3ccnc3)nn2)cc1,-0.677,-0.158,0.157,2.37,1.0,1.1,3.6,i,45.3,5.3,793,i,1.5,0.9,-0.9,1142,.,.,-68.8%
CC/C(C)=N/Nc1nc2c(c(=O)[nH]c(=O)n2C)n1CCc1ccccc1,-0.3,-0.299,-0.189,1.67,3.1,1.4,6.5,i,43.3,3.0,701,.,.,1.2,2.8,1034,0.22,1463,3.9%
CC(C)NC(=O)C1(O)c2ccccc2NC(=O)N1c1ccc(Cl)c(Cl)c1 (stereo not drawn),0.699,-0.153,1.05,-0.106,5.4,2.0,2.9,i,23.0,-4.5,819,i,0.8,1.1,-1.1,1122,-0.48,1266,4.6%
COc1ccc(N2CCN(C(c3ccco3)c3sc4nc(C)nn4c3O)CC2)cc1 (stereo not drawn),-0.176,-0.208,0.437,0.721,2.9,1.4,6.9,i,58.1,-7.5,698,i,0.3,1,-1.6,527,0.06,1210,-8.2%

# Screening data as filed in PubChem BioAssay.
